GSK3beta inhib: human GSK3beta kinase inhibitors, primary screen, biochemical, cell-free homogeneous, HTS. GST-GSK3beta kinase, ADP-Glo luminescence, 60 min; hits give low values. activity score (negative = inhibition), % at 10 µM. hit rate 0.038% among 300,000;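 active = more than half of replicate wells score below -50%, meaning over 50% inhibition versus plate controls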;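 also: 0% = median DMSO wells and -100% = median GW8510 positive control wells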
Target sequence (P49841 whole entry, looked up): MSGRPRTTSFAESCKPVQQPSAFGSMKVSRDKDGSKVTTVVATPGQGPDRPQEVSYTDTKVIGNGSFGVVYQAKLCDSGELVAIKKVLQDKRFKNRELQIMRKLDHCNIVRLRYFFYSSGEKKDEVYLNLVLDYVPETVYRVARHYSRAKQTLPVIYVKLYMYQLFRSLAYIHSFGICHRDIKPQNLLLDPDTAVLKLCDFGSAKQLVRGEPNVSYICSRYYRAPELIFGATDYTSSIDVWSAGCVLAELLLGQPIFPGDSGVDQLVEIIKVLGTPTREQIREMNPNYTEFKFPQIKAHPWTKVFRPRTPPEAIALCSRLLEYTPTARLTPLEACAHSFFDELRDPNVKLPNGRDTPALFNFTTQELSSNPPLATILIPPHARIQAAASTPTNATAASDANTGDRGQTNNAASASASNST
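Test system – GST-tagged human GSK3beta kinase, cell-free · Incubation – 60 min enzyme reaction, room temperature · Signal – ADP-Glo luminescence · Also added – peptide substrate and ATP at 25 µM · Controls – DMSO neutral wells and GW8510 at 20 µM as positive · Buffer or medium – Tris/MgCl2 kinase buffer · Measure – Luminescence-derived activity versus plate DMSO and GW8510 wells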
aSyn UTR inh: MLPCN primary screen, SNCA 5' untranslated region. inhibition, % (tested at 7.5 µM). alpha-synuclein 5'UTR reporter, inhibitor activity. hit rate 0.82% among 300,000; in the data active = inhibition above about 60%;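 also: H4 neuroglioblastoma cells stably carrying SNCA 5'UTR luciferase fusion; 0% = DMSO wells and 100% = positive control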
GSK3 alpha inh: blockers of GSK3A enzyme activity – biochemical, luminescence, cell-free homogeneous, HTS, primary screen; hit rate 0.1% among 320,000; GSK-3 alpha kinase, ADP-Glo luminescence, 60 min; inhibition, % at 10 µM;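 in the data active = inhibition above about 50%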;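 also: GST-tagged GSK-3 alpha with peptide substrate and 25 µM ATP; 0% = DMSO neutral wells and 100% = GW8510 positive control wells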
Target sequence (P49840 whole entry, looked up): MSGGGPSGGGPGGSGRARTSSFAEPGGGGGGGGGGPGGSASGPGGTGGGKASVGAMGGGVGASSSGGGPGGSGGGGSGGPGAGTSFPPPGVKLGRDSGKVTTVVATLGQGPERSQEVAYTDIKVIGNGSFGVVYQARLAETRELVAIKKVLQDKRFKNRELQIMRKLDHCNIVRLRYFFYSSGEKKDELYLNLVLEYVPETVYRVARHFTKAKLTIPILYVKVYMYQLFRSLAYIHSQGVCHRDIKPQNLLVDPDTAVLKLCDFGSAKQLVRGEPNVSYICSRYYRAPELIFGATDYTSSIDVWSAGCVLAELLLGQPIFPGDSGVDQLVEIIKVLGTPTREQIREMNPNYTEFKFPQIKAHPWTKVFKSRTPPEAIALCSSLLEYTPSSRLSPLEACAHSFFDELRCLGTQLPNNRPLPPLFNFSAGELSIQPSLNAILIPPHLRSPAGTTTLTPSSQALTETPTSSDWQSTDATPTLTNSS
AI-2 QS mod: Vibrio harveyi AI-2 quorum sensing modulators, primary screen, JMH597 strain, luminescence/OD600 ratio; Vibrio harveyi JMH597 AI-2 luminescence/OD600 ratio, 9 h; hits give low values; strain lacks LuxN and CqsS sensors; 0 = neutral-control median; activity change, % at 7.5 µM; hit rate 0.4% among 300,000; AID 2094, 2009; in the data active = activity change below about -75%, passing the limit was not always enough;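 also: luminescence divided by OD600 gain over 9 h not by final OD600 alone; inactives centre near 13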
IEC-6 cytotox: cytotoxicity in IEC-6 intestinal epithelial cells, primary screen, cytotoxicity control for KLF5 inhibitor project, cell-based, luminescence; IEC-6 cytotoxicity, luminescence viability; inhibition, % at 5 µM; hit rate 0.78% among 290,000; in the data active = inhibition above about 22%;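 also: 0% = plate median of test compound wells and 100% = cytotoxic reference compound wells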
PolyA inh: polyadenylation inhibitors in yeast reporter cells, primary screen, luminescence, S. cerevisiae. S. cerevisiae SKY197-pL101 polyadenylation reporter, beta-gal luminescence; efflux-impaired pdr1/pdr3 knockout yeast; score 100 = 6 SD above DMSO. calls only at 12 µM. hit rate 0.02% among 300,000. AID 1875, 2009;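 active = lowest replicate activity score at least 50, where 100 means six control SD above control mean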;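 also: yeast exposed to compound for 9 h at 30 °C; higher score means more reporter readthrough which indicates perturbed polyadenylation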
HSF-1 act: HSF-1 activators, primary screen, NIH3T3-HGL cells, MG132 stress, luminescence, single point; AID 504408, 2011; NIH3T3-HGL HSF-1 luciferase reporter, 8 h; 100% = twice DMSO control signal; activation, % at 9 µM; hit rate 1.7% among 300,000;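 active = mean replicate activation of at least 50% with a set share of replicates each reaching 50%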;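 also: 0% = median of the neutral control wells and 100% = twice that signal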
HSP90 refold inh: HSP90 inhibitors, primary screen, cell lysate, luminescence; hit rate 0.91% among 290,000; Rabbit reticulocyte lysate, luciferase refolding luminescence, 3 h; inhibition, % at 5.6 µM; Heat shock protein HSP 90 (rabbit reticulocyte lysate; luciferase refolding); AID 1789, 2009;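 active = inhibition above the screen-wide mean plus 3 SD, computed separately per campaign, cut at about 16% in these data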;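 also: 0% = DMSO wells and 100% = 60 µM geldanamycin wells; inhibitors lower the luminescence because luciferase stays unfolded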
KLF5 inhibitor: KLF5 expression inhibitors, primary screen, DLD-1 cells, luminescence | inhibition, % at 5 µM | DLD-1 KLF5 promoter-luciferase reporter | hit rate 0.23% among 290,000 | AID 1700, 2009;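 active = inhibition above a per-plate limit of that plate's mean compound inhibition plus 3 SD, cut at about 60% in these data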;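 also: 0% = DMSO wells and 100% = LY294002 at 200 µM; higher means less KLF5 promoter-driven luciferase light; inactives centre near -14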
HSF1 inhib: HSF1 inhibitors in luciferase reporter cells, primary screen, cell-based, NIH3T3, luminescence. NIH3T3-HGL HSE-luciferase, MG132-induced, luminescence 8 h; hits give low values. activity change, negative = inhibition, % at 7.5 µM (by protocol). hit rate 0.77% among 300,000;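 active = more than half of replicate wells show activity change below -50%, luminescence cut by over half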;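 also: luciferase reports HSF-1 transcriptional activity via heat shock element; 0% = median of DMSO wells and -100% = zero luminescence signal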
Numbers without * were called inactive; i = inactive; · = not tested or not shown. These rows are one share of the data; count on the stated rates, not on these rows.

Results follow in this order: GSK3beta inhib	aSyn UTR inh	GSK3 alpha inh	AI-2 QS mod	IEC-6 cytotox	PolyA inh	HSF-1 act	HSP90 refold inh	KLF5 inhibitor	HSF1 inhib
[1] O=C(CNC(=O)c1cccs1)NC1=NCCS1
    -1.4	1.1	-1.1	-5.3	4.8	i	14.9	3.5	-26.5	8.8
[2] Cc1ccc(CNC(=O)CCCC(=O)O)cc1
    0.3	-7.8	-2.8	25.3	0.7	i	-5.3	2.1	-19.8	-9.2
[3] O=C(CSc1nnc(-c2c[nH]c3ccccc23)n1-c1ccc(F)cc1)NCc1ccco1
    0.1	7.3	0.5	5.1	1.0	i	58.5*	1.3	6.0	30.0
[4] CC(=O)Nc1ccc(S(=O)(=O)N[C@@H](C)C(=O)OCc2cc([N+](=O)[O-])cc3c2OCOC3)cc1
    1.0	2.3	-2.2	19.5	1.9	i	-2.1	0.9	-18.5	0.0
[5] CC(=O)Nc1ccc(-c2nnc(SCc3ccccc3C#N)n2C)cc1
    3.2	-11.7	-2.1	13.5	3.7	i	0.8	-0.5	-9.7	-3.3
[6] CC(=O)Nc1ccc(S(=O)(=O)NC2(C(F)(F)F)NC(=O)N(Cc3ccccc3)C2=O)cc1 (stereo unspecified)
    1.3	-1.6	-1.6	16.3	3.7	i	-4.2	14.6	-13.4	-8.6
[7] O=C(NCc1cccnc1)C(=O)Nc1nc2ccccc2s1
    -2.2	-45.4	3.2	4.9	-2.1	i	15.7	-2.3	0.6	18.1
[8] Cc1noc(C)c1CSCC(=O)Nc1nc2ccc(S(C)(=O)=O)cc2s1
    2.7	30.1	0.9	-72.2	·	i	32.4	·	·	6.5
[9] CN(C)c1ccc(N2CC(C)(C)C2=O)cc1
    -1.4	-13.6	-0.7	15.3	2.9	i	-12.8	2.4	-97.4	-1.3
[10] Cn1nc(NC(=O)C(F)(F)F)c2ncc(-c3ccc(Cl)cc3)nc21
    0.9	-55.6	-1.6	14.2	12.4	i	5.7	3.2	-87.1	22.1
[11] CCOC(=O)c1ccc(NC(=S)N2CCCC(C(=O)N3CCCC3)C2)cc1 (stereo unspecified)
    2.9	5.5	-0.2	29.4	-3.2	i	-33.8	-4.7	-12.0	-17.3
[12] COc1ccc(NC2CCCN(C(=O)COc3ccc(C)cc3)C2)cc1 (stereo unspecified)
    0.7	-4.5	3.4	14.9	2.7	i	12.1	1.9	-12.1	0.8
[13] COc1ccccc1-n1c(=S)sc2c(=O)n(Cc3ccco3)c(SC)nc21
    -23.0	32.9	-3.6	7.7	-1.1	i	5.4	0.0	-21.3	-5.9
[14] C=CCn1c(C)cc(C(=O)COC(=O)c2ccc(N)c([N+](=O)[O-])c2)c1C
    1.7	-142.3	-2.6	15.9	1.7	i	49.3	-2.6	-60.4	3.3
[15] CCOc1cccc(-c2nnc(SCC(=O)Nc3ccc(OC)c(OC)c3)n2N)c1
    1.6	28.1	9.6	-4.5	-4.0	i	-0.5	-3.1	-16.3	-1.3
[16] CN(C)c1ccc(/C=N/N(CCO)C2=NS(=O)(=O)c3ccccc32)cc1
    -0.9	-40.3	-0.3	13.2	4.3	i	-7.7	-3.7	-0.5	2.6
[17] O=C(CN1CCN(S(=O)(=O)N2CCCCC2)CC1)Nc1ccc(Br)cc1
    -1.8	10.2	-33.0	7.3	1.6	i	-22.9	0.8	-14.6	-3.1
[18] COC(=O)Nc1cc(C)n(-c2ccccc2)n1
    -4.6	8.2	-1.4	5.8	-3.2	i	-7.5	0.1	-26.2	0.2
[19] CC(C)CCN(C(=O)c1csnn1)C(C(=O)NC1CCCC1)c1ccc(F)cc1 (stereo unspecified)
    1.3	-0.1	1.1	11.2	-0.3	i	7.2	-1.8	-6.3	-8.1
[20] Cc1c(Nc2cc(N3CCOCC3)c3nonc3c2[N+](=O)[O-])c(=O)n(-c2ccccc2)n1C
    2.7	1.6	1.1	22.1	-3.9	i	0.6	-2.3	-40.7	-6.0
[21] O=C1[C@@H]2[C@H](C(=O)N1O)[C@H]1C=C[C@@H]2C1
    0.5	-26.5	·	5.6	5.5	i	-5.6	4.3	-20.5	1.8
[22] CCOC(=O)c1ccccc1NC(=O)CSc1nc2c(c(=O)n(C)c(=O)n2C)n1C
    -0.9	13.4	·	-2.8	12.3	i	9.1	6.7	14.8	-5.8
[23] CCOc1ccc(Oc2ccc(C(F)(F)F)cc2N)cc1
    -3.5	-87.0	-1.7	-19.4	8.7	i	10.5	-3.3	-23.9	5.2
[24] Cc1noc(C)c1N=Nc1ccc(Br)cc1C(=O)O
    3.2	14.9	-1.4	40.2	-0.5	i	-2.4	-0.7	-14.4	-6.3
[25] CC(=O)c1ccc(O)c(CSc2nncn2C)c1
    0.3	14.4	-0.4	24.5	4.4	i	-2.1	3.1	-64.8	-4.0
[26] C=CCOC(=O)C1=C(C)NC(SCC(=O)N(CC)CC)=C(C#N)C1c1ccccc1 (stereo unspecified)
    -0.1	31.3	-0.6	8.9	2.5	i	16.7	2.8	15.0	10.3
[27] O=C(NCc1ccco1)/C(=C\c1cccc([N+](=O)[O-])c1)NC(=O)c1ccco1
    -2.6	1.8	-3.3	26.1	-8.4	i	6.4	-0.1	-7.1	-3.5
[28] O=C(NC1CCCCC1)C1Cc2ccccc2CN1S(=O)(=O)c1ccc(F)cc1 (stereo unspecified)
    0.9	0.5	-0.4	11.8	-3.3	i	22.5	-3.0	-15.3	5.3
[29] O=C(NCCNS(=O)(=O)c1ccc(Cl)cc1)c1cc(OCC(F)(F)F)ccc1OCC(F)(F)F
    2.3	22.0	1.2	12.5	-1.9	i	6.9	1.8	13.2	-2.4
[30] Cc1cccc(C)c1NS(=O)(=O)c1cc2c3c(c1)CC(=O)N3CCC2
    -0.9	-3.2	6.3	-5.5	7.3	i	20.4	5.5	-19.5	5.3
[31] CC1CCCC(NC(=O)c2ccc(F)c(S(=O)(=O)N3CCOCC3)c2)C1C (stereo unspecified)
    3.5	3.2	-2.0	-1.7	·	i	11.3	·	·	0.8
[32] CCCc1nnc(NC(=O)c2cccnc2)s1
    1.3	1.0	-0.8	29.3	-2.4	i	-23.1	-2.7	-7.7	-2.5
[33] O=C1NC(c2cccc([N+](=O)[O-])c2)Oc2ccccc21 (stereo unspecified)
    0.6	-26.3	-1.5	11.3	1.7	i	-2.0	1.7	-20.9	11.2
[34] O=C(NNC(=O)C1CC(=O)N(c2ccc3c(c2)OCCO3)C1)c1ccc(F)cc1 (stereo unspecified)
    2.8	0.6	-1.4	-1.9	·	i	-3.8	·	·	-0.3
[35] CN(CC(=O)Nc1cccc(F)c1)C(=O)c1ccc(N2CCCCCC2)c([N+](=O)[O-])c1
    -7.8	11.8	-1.9	3.3	·	i	-5.3	·	·	1.0
[36] CC1(C)Cc2nc3nc(SCC(=O)NCCc4ccccc4)n(-c4ccccc4)c(=O)c3cc2CO1
    -0.1	11.8	0.4	13.8	-3.6	i	9.5	-3.4	9.7	5.1
[37] Cc1ccc2[nH]c(=O)c(CN(Cc3ccco3)C(=O)N3CCOCC3)cc2c1
    3.5	11.0	-0.3	2.9	-2.9	i	2.5	-1.5	-18.2	0.6
[38] CSc1cccc(N2CC(C(=O)N(CC(C)C)c3c(N)n(Cc4ccccc4)c(=O)[nH]c3=O)CC2=O)c1 (stereo unspecified)
    0.7	4.0	-2.2	22.4	·	i	-9.2	·	·	1.9
[39] COc1ccc(N2CCN(c3ncnc4c3[nH]c3ccccc34)CC2)cc1
    -0.9	1.4	2.5	11.2	1.3	i	-2.0	-6.3	-56.0	3.7
[40] CCCCN(Cc1cc2cc(OC)ccc2[nH]c1=O)C(=O)c1ccco1
    0.5	-12.2	-1.5	18.8	3.4	i	76.5*	-2.5	11.3	36.2
[41] COc1cc(NC(=O)CSc2ccc(-c3ccco3)nn2)cc(OC)c1
    1.3	9.9	-0.4	-1.9	-1.3	i	-14.8	3.0	7.9	-3.4
[42] CCOC(=O)c1sc(NC(NC(=O)c2ccco2)(C(=O)OC)C(F)(F)F)nc1C (stereo unspecified)
    1.2	3.1	0.3	3.6	2.1	i	-16.7	0.1	-4.2	-0.5
[43] C/C(=N\NC(=O)c1cc(-c2ccco2)nc2ccccc12)c1cccnc1
    -0.5	-36.1	0.6	-1.5	1.5	i	14.8	-0.4	-9.6	4.7
[44] COCC(=O)N(C)C1(c2nnnn2CCOC(=O)Nc2cccc3ccccc23)CCCC1
    -3.0	10.5	-3.5	12.6	-0.1	i	-7.1	-2.0	-6.0	-3.0
[45] CC1CCCC(NC(=O)CN(C)S(=O)(=O)c2cnc[nH]2)C1C (stereo unspecified)
    -0.2	-3.3	-0.2	13.6	0.4	i	6.7	3.8	13.1	3.1
[46] COc1ccc(NC(=O)CSc2nc(O)c(Cc3ccccc3)c(=O)[nH]2)cc1
    1.4	-19.6	-2.3	7.5	7.4	i	6.0	2.8	-22.1	-0.8
[47] COc1ccc(CCN2CC(C(=O)NCCc3ccc(C)cc3)CC2=O)cc1OC (stereo unspecified)
    -1.6	10.1	-0.9	22.1	5.2	i	-1.7	-2.0	-28.9	-3.4
[48] CCOC(=O)c1csc(NC(=O)CSc2nnnn2-c2ccc3c(c2)OCCO3)n1
    -0.5	22.3	0.1	19.2	-0.8	i	-6.4	2.7	-30.9	-9.7
[49] O=S(=O)(N/N=C\c1ccc2c(c1)OCO2)c1ccc(Cl)cc1
    -4.4	-24.5	-4.9	32.0	0.4	i	6.5	-2.9	-28.3	-1.2
[50] O=C(COc1ccccc1)Nc1nc2cc3c(cc2s1)OCO3
    -12.3	-22.9	0.6	-5.2	-2.7	i	11.3	0.8	-23.1	0.8
[51] CC(=O)Nc1ccc(S(=O)(=O)n2cnc3ccccc32)cc1
    1.6	6.0	-2.2	19.9	1.3	i	0.2	-6.2	-19.1	-4.4
[52] CCC(=O)c1ccccc1OCCCn1cncn1
    ·	11.5	-0.7	·	0.9	i	-9.3	0.7	-34.3	-6.4
[53] CCN(CC)C(=O)Cn1cnc2sc(C(=O)Nc3cc(OC)c(OC)c(OC)c3)c(C)c2c1=O
    -3.4	-10.7	-1.5	-0.5	-4.6	i	5.7	-3.7	-18.3	-4.5
[54] O=C(N/N=C/c1ccncc1)c1ccc(OCc2ccccc2)cc1
    -1.9	-19.3	-2.8	33.0	6.8	i	·	0.1	2.2	·
[55] FC(F)(F)c1ccc(NCCc2ccccc2)nc1
    1.9	-26.0	-2.0	10.9	-1.2	i	26.5	-7.7	-40.0	11.9
